hgDAF-12 ag: activates the H. glycines DAF-12 receptor ligand-binding domain; HEK293 GAL4-hgDAF12 UAS-luciferase reporter, agonist luminescence; normalized to butyrate control; activation, % at 6.8 µM; 1.8% of 370,000 active;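 active = activation above a cutoff set at the mean of all screened compounds plus 3 SD, cut at about 10% in these data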;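 note: 0% = DMSO wells and 100% = sodium butyrate wells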
DAX1 inh-1: DAX1 (NR0B1) inhibition, primary screen; HEK293T StAR-luciferase reporter, SF-1/DAX-1 repression relief; inhibition, % at 6.8 µM; 1.1% of 370,000 active; AID 652010;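 active = inhibition above the mean over all tested compounds plus 3 SD, cut at about 3.6% in these data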;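 note: 0% = DAX-1 cells with DMSO and 100% = cells lacking DAX-1 with DMSO; higher inhibition means more luminescence from relief of DAX-1 repression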
ssDAF12 agonist: S. stercoralis DAF-12 activation, primary screen; activation, % at 6.8 µM; 1% of 370,000 active; HEK293 ssDAF-12/GRIP1 lit1-tk-luc reporter, luminescence; % of 3 µM dafachronic acid response; AID 652126;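 active = activation above the mean over all tested compounds plus 3 SD, cut at about 0.9% in these data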;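 note: 0% = DMSO-only wells and 100% = 3 µM delta7-dafachronic acid wells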
FXN GAA850 act: frataxin GAA850 promoter activation. 0.56% of 360,000 active. HEK293 lucGAA850 FXN promoter luciferase reporter, 24 h; percent of 10 µM SAHA response. AID 540364. activation, % at 6 µM;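 active = activation above the average of all compounds screened plus 3 SD, cutoff fixed separately per campaign, cut at about 7.5% in these data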;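 note: 0% = DMSO wells and 100% = 10 µM SAHA wells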
PLCb3 inh: inhibitors of human phospholipase C beta3 | Purified PLC-beta3, fluorogenic substrate, fluorescence | 0.18% of 370,000 active | inhibition, % at 12.2 µM | Q01970; in the data active = inhibition above about 11%;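 note: 0% = median of compound wells on plate and 100% = full blocker control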
ADAM17 inh: ADAM17 inhibition, QFRET primary screen; recombinant ADAM17, EDANS/DABCYL FRET peptide cleavage; AID 720648; P78536; 0.83% of 370,000 active; inhibition, % at 6.95 µM;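 active = inhibition above the mean of compounds lying between control limits plus 3 SD, set per campaign, cut at about 8.5% in these data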;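 note: 0% = DMSO-only wells as the low control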
Target sequence (P78536 215-824 limits assumed): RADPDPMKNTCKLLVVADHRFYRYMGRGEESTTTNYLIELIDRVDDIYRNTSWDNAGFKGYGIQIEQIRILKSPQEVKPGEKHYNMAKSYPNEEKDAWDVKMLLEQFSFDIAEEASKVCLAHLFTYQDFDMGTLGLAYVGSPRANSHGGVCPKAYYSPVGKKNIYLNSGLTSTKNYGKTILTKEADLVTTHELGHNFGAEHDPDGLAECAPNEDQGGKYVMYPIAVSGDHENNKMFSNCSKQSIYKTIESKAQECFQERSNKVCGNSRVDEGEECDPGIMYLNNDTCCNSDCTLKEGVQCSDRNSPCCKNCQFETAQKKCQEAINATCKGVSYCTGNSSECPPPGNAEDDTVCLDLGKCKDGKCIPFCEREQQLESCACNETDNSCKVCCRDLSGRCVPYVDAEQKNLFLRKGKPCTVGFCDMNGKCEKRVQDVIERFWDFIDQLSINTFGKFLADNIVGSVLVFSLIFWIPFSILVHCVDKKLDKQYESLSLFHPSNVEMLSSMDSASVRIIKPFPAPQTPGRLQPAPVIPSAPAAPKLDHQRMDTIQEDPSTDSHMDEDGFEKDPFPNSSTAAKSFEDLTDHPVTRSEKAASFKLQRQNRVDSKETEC
DAX1 inh-2: inhibits human nuclear receptor DAX1. 0.99% of 340,000 active. inhibition, % at 6.75 µM. HEK293 Gal4-DAX1 luciferase reporter, luminescence. AID 504766;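 active = inhibition above the mean over all tested compounds plus 3 SD, cut at about 4.2% in these data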;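 note: 0% = DAX1-transfected cells with DMSO and 100% = empty-vector control cells with DMSO; inhibition shows as a rise in luminescence from relieved DAX1 repression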
ADAM10 inh: ADAM10 inhibition, QFRET primary screen; recombinant ADAM10, EDANS/DABCYL FRET peptide cleavage, 3 h; 0.62% of 370,000 active; O14672; inhibition, % at 7 µM;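 active = inhibition above a per-campaign cutoff equal to the mean of compounds falling between control-based bounds plus 3 SD, cut at about 20% in these data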;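 note: 0% = DMSO wells while the 100% control is not disclosed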
PLCg1 inh: blocks human PLC-gamma1 enzyme activity; purified PLC-gamma1, fluorogenic substrate, fluorescence; P19174; inhibition, % at 12.2 µM; 0.84% of 370,000 active; in the data active = inhibition above about 9.5%
hcDAF12 agonist: H. contortus DAF-12 activation, primary screen; HEK293 hcDAF-12 lit1-tk-luc reporter, luminescence; 0% DMSO, 100% Δ7-dafachronic acid; activation, % at 6.8 µM; 1.4% of 370,000 active; AID 652067;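 active = activation above the mean of all tested compounds plus 3 SD, cut at about 5.5% in these data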;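 note: 100% = response to 3 µM Δ7-dafachronic acid high control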
sPLA2-III inh: Blocks human group III sPLA2 activity | Q9NZ20 | QFRET BODIPY PC-A2 liposome hydrolysis, fluorescence | inhibition, % at 12.2 µM | 0.56% of 370,000 active;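 active = inhibition above mean plus 3 SD of compounds lying within the high and low control bounds, cut at about 19% in these data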;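 note: 0% = median of test compound wells and 100% = no enzyme DMSO wells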
Target sequence (Q9NZ20 whole entry, looked up): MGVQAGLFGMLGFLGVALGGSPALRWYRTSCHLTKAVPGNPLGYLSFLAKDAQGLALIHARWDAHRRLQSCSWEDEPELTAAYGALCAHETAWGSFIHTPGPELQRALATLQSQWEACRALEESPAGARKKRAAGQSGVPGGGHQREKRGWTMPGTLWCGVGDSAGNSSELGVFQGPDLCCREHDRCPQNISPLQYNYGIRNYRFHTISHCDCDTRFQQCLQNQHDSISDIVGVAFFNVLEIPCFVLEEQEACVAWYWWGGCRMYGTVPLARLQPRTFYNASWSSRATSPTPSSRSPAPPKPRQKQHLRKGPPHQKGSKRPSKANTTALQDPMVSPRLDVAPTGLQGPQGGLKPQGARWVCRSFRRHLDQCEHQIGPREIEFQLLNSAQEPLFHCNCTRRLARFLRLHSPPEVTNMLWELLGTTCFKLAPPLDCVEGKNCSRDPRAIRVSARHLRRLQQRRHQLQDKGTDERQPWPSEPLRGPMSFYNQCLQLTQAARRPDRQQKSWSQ
Starred values were filed as active, the others as inactive; i = inactive; x = no result given. Rows were taken by chance; about 6.9% have a hit in one of these screens.

SMILES	hgDAF-12 ag	DAX1 inh-1	ssDAF12 agonist	FXN GAA850 act	PLCb3 inh	ADAM17 inh	DAX1 inh-2	ADAM10 inh	PLCg1 inh	hcDAF12 agonist	sPLA2-III inh
Cc1ccsc1C(=O)Nc1ccc(O)c(-c2nc3ccccc3s2)c1	2.3	0.3	-0.4	1.1	i	-13	0.0	-26	-381	3.2	-9
Cc1ccc(NC(=O)c2sc3ncn(CC(=O)N4CCOCC4)c(=O)c3c2C)c(Br)c1	-1.2	0.8	-1.6	-1.0	-2	0	1.8	-4	4	-3.7	1
CCOc1ccccc1OCCCC(=O)Nc1ccc(S(=O)(=O)Nc2cc(C)nc(C)n2)cc1	0.4	-0.3	-1.0	0.1	-10	-4	-0.3	-8	0	0.5	2
O=c1c2ccccc2ccc2ccccc12	3.0	-1.4	-1.1	0.5	-13	-15	0.7	-49	-5	-0.5	12
CCCC(=O)NC(=S)Nc1ccc(C(C)=O)cc1	9.5	1.3	-0.1	4.7	4	3	0.6	0	-11	0.8	7
Cc1ccc(/C=N/Nc2ccccn2)s1	11*	0.3	-0.1	6.7	-17	-2	0.6	-4	-10	0.5	0
S=C(NCCc1ccccc1)Nc1ccc(Br)cn1	-0.6	1.0	-1.3	2.9	-6	-1	1.1	-7	-2	-1.2	9
O=C(O)/C(=N/NC(=O)c1ccc(Cl)cc1)c1ccccc1	-0.3	-0.2	-1.1	0.4	0	0	-0.6	4	3	0.1	6
COC(=O)[C@]12C[C@H](CC(=O)NCCCCc3ccccc3)C(=O)N(Cc3ccccc3)C1=C[C@H](C1CCCC1)O[C@@H]2C	-0.9	-1.0	-1.1	x	-2	3	x	8	-3	-1.7	-16
O=C(CCS(=O)(=O)c1cccs1)NC1CCCCCC1	12*	0.8	-0.3	4.5	-4	-4	1.8	-7	-3	1.4	1
Cc1ccc(NC(=O)CS(=O)CC(=O)NCCCc2ccccc2)cc1Cl (stereo not given)	-1.7	-0.1	-1.0	-0.1	3	3	0.5	3	6	-1.2	-21
Cc1ccc(F)cc1-c1nc(NC(C)C)nc2cc(-c3ccccc3)sc12	4.8	-0.2	-1.6	-2.3	-30	-16	x	-52	-19	-1.1	-6
Clc1ccc(-c2nnc(NC3=NCCCCC3)o2)cc1	8.3	3.6	0.0	-1.1	2	0	-1.7	-10	-1	6.1*	-3
CCNC(=O)Nc1cc(OC)c(OC)cc1C(=O)O	1.1	-0.1	-0.6	1.1	-51	-46	0.1	-125	-37	-2.0	1
COc1ccccc1C(=O)NC(CCSC)C(=O)OCC(=O)N1CCN(S(=O)(=O)c2ccc(C)cc2)CC1 (stereo not given)	2.3	1.1	-0.6	0.8	-1	0	-0.5	1	1	-1.2	-19
OCCC1CN(Cc2cn[nH]c2C2CCCCC2)CCN1Cc1ccccc1 (stereo not given)	-1.3	-0.5	-1.0	-1.6	-5	-1	0.6	-1	1	0.1	-6
CSc1ccc(S(=O)(=O)Nc2ccc(OCC(=O)N3CCOCC3)cc2)cc1	-2.1	-0.4	-1.3	3.3	0	-1	0.6	6	-1	-1.0	3
CCOCCCNC(=S)N1CCC(C(=O)c2ccc3c(c2)OCCO3)CC1	0.2	-1.5	-2.3	-1.8	-6	-8	0.0	-14	-2	-1.7	5
O=C(CCC(=O)c1cccs1)Nc1nnc(C2CC2)s1	-1.9	1.1	-1.4	0.3	-2	-4	-1.0	-5	-2	2.4	4
ONC(=Nc1ccccc1)c1ccccc1Cl	0.3	0.8	-0.8	2.1	4	0	0.6	1	3	-0.4	4
CC(/C=C/c1ccco1)=N\NC(=O)c1cccc(Cl)c1	5.6	1.2	-0.4	4.4	-4	1	0.7	0	-3	2.5	-5
Cc1cccc2sc(N3CCN(C(=O)c4cccs4)CC3)nc12	1.3	-0.7	-1.1	1.2	1	-1	0.1	-7	-3	-1.6	3
CC1CCc2c(sc(NC(=O)COC(=O)c3ccc(NC(=O)CC#N)cc3)c2C#N)C1 (stereo not given)	1.0	2.2	-1.1	1.5	-25	-5	0.4	-3	-12	-0.3	-50
N#Cc1cc(-c2ccccc2)cnc1Sc1ccccc1	-2.2	-0.7	-1.2	0.7	4	1	0.3	1	3	-0.1	5
NNC(=O)c1nc2ccccc2s1	5.4	3.2	0.4	2.1	-35	-24	1.4	-94	-22	2.1	2
O=C(c1ccccc1)N1CCN(CC(O)COc2cccc3ccccc23)CC1 (stereo not given)	-0.8	-0.3	-1.3	1.3	-10	-5	-1.7	6	0	4.5	-1
COc1ccc(NC2CCCN(C(=O)c3cccc(N4CCNC4=O)c3)C2)cc1 (stereo not given)	-1.0	-2.2	-0.9	0.5	0	-2	-0.2	-2	-1	2.0	1
CCC(=O)c1cn(CCOc2ccccc2OC)c2ccccc12	-4.1	-0.1	-1.4	1.5	0	1	-0.6	8	5	-2.5	4
CCN(CC)C(=O)C1=C(C)N(Cc2ccccc2)C(=O)C(CC(=O)NCc2ccco2)C1 (stereo not given)	-1.4	-0.3	-1.0	0.5	1	0	-0.5	3	0	-0.4	-2
O=S(=O)(NCc1csc(-c2cccs2)n1)c1cccs1	-0.5	-0.1	-0.9	3.2	-12	-13	3.4	-29	0	-0.1	-1
CCOC(=O)CCNC(=O)N1CCCC(C(=O)c2cccc(OC(C)C)c2)C1 (stereo not given)	-0.6	-0.4	-1.8	-0.6	-3	-2	0.0	-1	3	-2.8	0
O=C(CSc1cccc2cccnc12)Nc1cc(C(=O)O)cc(C(=O)O)c1	-0.1	0.1	-1.3	1.3	-113	-79	0.0	-208	-73	-0.1	5
Nc1[nH]c(C(=O)c2ccccc2)c(-c2cccc3ccccc23)c1C(=O)NCc1ccc(F)c(F)c1	1.2	0.1	-0.8	x	-9	-4	x	-13	-6	0.0	-2
N#Cc1ccc(NC(=O)Cn2cnc(S(=O)(=O)N3CCCC3)c2)cc1	-1.2	0.2	-1.1	1.6	-7	2	0.5	1	1	1.5	1
O=C(Cn1nc(-c2ccccc2)ccc1=O)NCCc1ccccc1F	0.6	0.1	-1.3	x	0	-1	x	-5	-2	-1.5	-3
Cc1noc(C)c1S(=O)(=O)NC(=O)C1(C)CCN1C(=O)c1ccccc1CCc1ccccc1 (stereo not given)	1.1	-0.6	-0.8	0.6	10	0	x	-6	2	1.2	-9
O=C(CCC(=O)OCC(F)(F)C(F)F)Nc1ccccc1F	1.4	0.1	-1.3	-0.9	2	1	0.8	-10	3	-1.6	4
COc1ncnc2c1ncn2CCCNCCN1CCOCC1	1.3	0.2	-1.2	0.3	0	1	0.4	-2	0	0.5	8
O=C(CN1CCSCC1)c1c[nH]c2ccccc12	2.5	-0.3	0.3	1.3	-5	-2	0.4	3	-2	3.4	-6
COc1cccc(OC)c1C(=O)Nc1nnc(-c2cccs2)s1	1.0	0.4	0.3	0.8	-31	-8	-0.3	-25	-23	0.8	1
CC1CCC(C(=O)NC(C(=O)NCc2cccnc2)C(C)C)CC1 (stereo not given)	-1.3	-1.0	-1.5	-0.8	5	1	2.0	2	-1	-1.2	6
COc1cccc(N(Cc2nnc3n2CCCCC3)C(=O)Nc2ccccc2)c1	-0.6	0.7	-0.4	-0.8	-2	-2	1.3	5	0	1.0	2
CC1(C(=O)NS(=O)(=O)c2ccc(F)cc2F)CCN1C(=O)Cc1cccc2ccccc12 (stereo not given)	-1.9	-0.1	-1.0	-0.2	1	0	x	1	-1	-2.4	-11
O=C(Cn1c(=O)cnc2ccccc21)N1CCN(S(=O)(=O)c2ccc(F)cc2)CC1	0.3	2.3	-0.9	0.2	-6	-4	0.0	-8	-1	-0.9	-8
CCCOc1c(Br)cc(C(N)=O)cc1OCC	0.3	-0.1	-1.1	3.3	1	1	-0.4	2	1	-0.2	1
COc1ccc(N(CC(=O)N2CCC(Cc3ccccc3)CC2)S(C)(=O)=O)cc1	-4.0	-1.1	-1.9	-1.4	1	1	-1.4	-4	4	-0.1	6
CC1(C)Cc2noc(N)c2C(C)(C)N1O	0.6	0.0	-1.6	1.2	-8	-3	0.4	-4	-5	-0.7	3
O=Cc1ccc(O)cc1O	0.1	0.8	-1.2	-0.2	-4	-1	1.1	-19	-1	-0.7	0
COc1ccccc1C(=O)NC(=S)Nc1ccc(NC(=O)c2cccs2)cc1	-2.6	-0.2	-0.8	-4.1	8	1	-1.2	1	2	0.2	-1
CCCn1c(NC(=O)CSCC(=O)Nc2cc(C)on2)nc2ccccc21	0.1	1.1	-0.8	1.6	2	0	-0.4	-9	-5	-2.2	8
Cc1ccc(OCCSc2nnc(C)c(=O)n2N)cc1	2.5	-0.4	-1.0	1.4	4	-1	-0.2	-6	1	-1.0	1
COc1ccc(-c2cc3nc4n(c(=O)c3s2)CCC4)cc1	6.9	6.6*	0.4	-5.0	-55	-288	-4.7	i	-37	5.0	8
N#Cc1c(-c2ccc(Cl)cc2)ccn2nc(CCC(=O)O)nc12	-1.4	0.4	-0.1	1.8	-6	-10	0.9	-24	-4	-1.4	6
CCC(=O)n1nc(-c2ccc(OC)cc2)nc1SC	6.0	0.9	-0.9	3.1	-2	-6	0.1	2	-1	1.0	6
CC(C)(C)C(=O)NC1(C(F)(F)F)NC(=O)N(Cc2ccccc2)C1=O (stereo not given)	-1.6	-0.4	-1.6	-0.5	-3	0	-0.6	6	1	-0.1	-7
O=C(CC(Cc1ccccc1)C(=O)O)Nc1ccccc1 (stereo not given)	-2.6	0.8	-1.4	0.5	2	5	3.2	-3	8	1.1	2
CCOc1cc(N2CCOCC2)c(OCC)cc1NC(=O)Cc1ccc(OC)c(OC)c1	-5.4	-0.7	-1.9	-0.7	-7	-6	-0.1	1	-6	-2.8	-3
COc1ccc(C(=O)NC(Nc2ccccc2)C(Cl)(Cl)Cl)cc1 (stereo not given)	-1.5	-0.4	-1.1	1.0	1	0	0.3	4	-2	-2.6	-17
CSc1ccc(S(=O)(=O)NCC(=O)OCC(=O)N(C)C2CCCCC2)cc1[N+](=O)[O-]	1.8	1.4	-1.1	0.2	-8	-4	-0.5	-1	-2	-1.3	-11
CC(=O)Nc1ccc(NC(=O)c2ccccc2N(Cc2ccccc2)S(C)(=O)=O)cc1	-2.5	1.1	-0.9	2.5	-6	3	0.8	7	3	-0.1	8

Compound profiles (already shown). Order of screens: hgDAF-12 ag	DAX1 inh-1	ssDAF12 agonist	FXN GAA850 act	PLCb3 inh	ADAM17 inh	DAX1 inh-2	ADAM10 inh	PLCg1 inh	hcDAF12 agonist	sPLA2-III inh
CCC(=O)c1cn(CCOc2ccccc2OC)c2ccccc12 across the screens: -4.1	-0.1	-1.4	1.5	0	1	-0.6	8	5	-2.5	4
CSc1ccc(S(=O)(=O)Nc2ccc(OCC(=O)N3CCOCC3)cc2)cc1 across the screens: -2.1	-0.4	-1.3	3.3	0	-1	0.6	6	-1	-1.0	3
OCCC1CN(Cc2cn[nH]c2C2CCCCC2)CCN1Cc1ccccc1 (stereo not given) across the screens: -1.3	-0.5	-1.0	-1.6	-5	-1	0.6	-1	1	0.1	-6

Screening data: PubChem BioAssay, The Scripps Research Institute Molecular Screening Center
